Efa HMGR inh: blocks class II HMG-CoA reductase of Enterococcus faecalis. inhibition, % at 10 µM. 0.41% of 190,000 active. purified E. faecalis HMGR, NADPH absorbance 340 nm kinetic. AID 1066;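 active = inhibition above a set limit, the median over all tested compounds plus 3 SD, cut at about 9.5% in these data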;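 also: enzyme runs in reverse so mevalonate oxidation gives rising NADPH absorbance; 0% = complete reaction with DMSO and 100% = background rate lacking mevalonate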
TNAP inh noacc: blocks human TNAP activity with no phosphate acceptor present; AID 1012; 0.26% of 200,000 active; purified TNAP, CDP-star luminescence, 30 min; inhibition, % at 20 µM;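 active = tissue-nonspecific alkaline phosphatase inhibition above about 50% at 20 µM in the single-dose screen, limit read from the data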;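 also: 0% = DMSO negative control and 100% = EDTA positive control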
RAM network inh: inhibitors of the yeast RAM network | S. cerevisiae dse1pr::URA3 reporter, 5-FOA growth OD615, 2 d; analog-sensitive cbk1-as2 kinase mutant strain | inhibition, % at 50 µM | 1.8% of 190,000 active;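 active = inhibition above a set limit, 3 SD over mean compound inhibition, cut at about 8.4% in these data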;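 also: 0% = DMSO-only wells with no growth and 100% = 10 µM 1-NA-PP1 full growth; inhibition rescues growth on 5-FOA so higher OD means more RAM inhibition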
S1P3 antagonist: antagonists of human S1P3 receptor; inhibition, % at 4.98 µM; CHO S1P3 NFAT-BLA reporter, FRET fluorescence, antagonist mode; Q99500; 0.27% of 170,000 active; AID 485;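 active = inhibition above the plate cutoff, the mean inhibition of test wells on that plate plus 3 SD, cut at about 28% in these data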;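 also: cells challenged with S1P at its EC80 of 0.8 µM; blue over green emission ratio from cleaved BLA substrate after 4 h stimulation; 0% = S1P-stimulated wells and 100% = unstimulated DMSO-only wells; some compounds past the cut are filed as inactive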
Target sequence (Q99500 whole entry, looked up): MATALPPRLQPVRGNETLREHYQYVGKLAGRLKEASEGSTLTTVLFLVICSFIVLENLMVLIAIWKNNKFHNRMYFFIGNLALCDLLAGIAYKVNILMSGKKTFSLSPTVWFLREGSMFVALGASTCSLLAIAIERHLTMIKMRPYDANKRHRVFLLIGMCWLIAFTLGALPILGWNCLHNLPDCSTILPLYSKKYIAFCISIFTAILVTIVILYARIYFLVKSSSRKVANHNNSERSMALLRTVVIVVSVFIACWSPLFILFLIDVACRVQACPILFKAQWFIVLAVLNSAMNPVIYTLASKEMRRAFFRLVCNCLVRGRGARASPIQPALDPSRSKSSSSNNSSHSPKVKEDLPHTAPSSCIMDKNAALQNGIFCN
DTT redox prof: compounds producing H2O2 with reducing agent – biochemical, NIH compound library profiling, artefact control for MLSCN library redox annotation, primary screen | DTT-dependent redox cycling H2O2, phenol red/HRP absorbance; 100% = 100 µM peroxide control, 0% = buffer | activation, % at 10 µM | 0.03% of 200,000 active | AID 878;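 active = activation of at least 50% relative to the plate's high and low controls in the primary single-dose screen; inactive = activation below 50%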;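 also: compound incubated with DTT at 0.8 mM final as the reducing agent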
Hsp70 act: transcriptional activators of Hsp70; HeLa Hsp70 promoter luciferase reporter, luminescence; scaled: vehicle 0, proteasome-inhibitor control 100%; activation, % at 10 µM; 0.04% of 200,000 active; AID 1203;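 active = activation above the mean across all tested compounds plus 3 SD, cutoff set per campaign, cut at about 5.5% in these data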;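 also: 100% = MG132 at 30 µM as the positive control and 0% = DMSO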
Lmaj promast: reduces viability of Leishmania major promastigotes. resazurin fluorescence viability. inhibition, % at 10 µM. 9% of 200,000 active. AID 1063; in the data active = inhibition above about 50%;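 also: promastigotes grown with compound for 44 hours at 28 °C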
TNAP inh hi DEA: inhibitors of human TNAP at high phosphate acceptor concentration; P05186; purified TNAP, CDP-star luminescence, 1 M DEA; inhibition, % at 20 µM; 0.03% of 200,000 active; AID 1135;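 active = over 50% inhibition of tissue-nonspecific alkaline phosphatase at 20 µM in the single-dose screen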;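 also: plate controls were DMSO wells for no effect and EDTA-quenched wells as full inhibition for full effect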
PMI act hi M6P: increases human PMI activity with near-saturating mannose 6-phosphate; activation factor at 20 µM; 0.34% of 190,000 active; AID 1216; coupled PMI enzyme assay, resazurin fluorescence, 20 min; stronger effect = higher value; 1 = untreated enzyme, 0 = substrate-free blank; P34949;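 active = activation factor of 2 or more at 20 µM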
Target sequence (P34949 whole entry, looked up): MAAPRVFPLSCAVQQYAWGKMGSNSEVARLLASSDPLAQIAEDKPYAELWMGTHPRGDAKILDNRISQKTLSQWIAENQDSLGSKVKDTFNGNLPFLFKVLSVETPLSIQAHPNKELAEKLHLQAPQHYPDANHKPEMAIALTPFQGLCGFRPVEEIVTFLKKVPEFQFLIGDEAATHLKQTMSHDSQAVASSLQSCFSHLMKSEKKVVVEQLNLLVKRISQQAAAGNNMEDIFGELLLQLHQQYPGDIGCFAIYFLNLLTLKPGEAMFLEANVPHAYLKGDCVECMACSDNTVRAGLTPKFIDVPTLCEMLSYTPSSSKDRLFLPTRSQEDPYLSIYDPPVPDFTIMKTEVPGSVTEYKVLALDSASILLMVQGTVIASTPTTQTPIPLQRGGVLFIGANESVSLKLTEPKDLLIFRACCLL
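Test system: human phosphomannose isomerase with PGI, G6PDH, diaphorase coupling enzymes; amount: 15 ng/mL PMI; incubation: enzyme reaction with compound 20 min at room temperature; technique: resorufin fluorescence (Ex 544/Em 590 nm) from resazurin via diaphorase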
PMI activator: phosphomannose isomerase (human) activation; P34949; purified human PMI, coupled resazurin fluorescence, 20 min; stronger effect = higher value; 1 = vehicle control, 0 substrate-free wells; activation factor at 20 µM; 0.005% of 190,000 active; AID 1214;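 active = activation factor of 2 or more at 20 µM, relative to plate controls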
An asterisk follows results filed as active; nt = no result given.

SMILES	Efa HMGR inh	TNAP inh noacc	RAM network inh	S1P3 antagonist	DTT redox prof	Hsp70 act	Lmaj promast	TNAP inh hi DEA	PMI act hi M6P	PMI activator
O=C1C2C3C=CC(C3)C2C(=O)N1c1ccc2c(c1)CCC2 (centres undefined)	-2	-9	0.9	nt	0.7	-0.1	4	-1	1	1.1
Cc1cccc(NC(=S)N(CCN(C)C)Cc2cc3cc(C)ccc3[nH]c2=O)c1	-3	-2	-1.0	-14	-0.9	0.0	16	-1	0.9	0.9
CC(C)(C)NC(=O)C(c1ccncc1)N(Cc1ccc(F)cc1)C(=O)c1ccc(-c2ccccc2)[nH]1 (centres undefined)	-3	-3	0.6	-15	-0.1	0.1	99*	-3	1	0.9
O=C(O)c1c(-c2ccc(Cl)cc2)cn2ccccc12	-2	7	1.0	-16	-1.2	0.1	-5	-5	1	1.1
Cc1ccc(C)c(NC(=S)N(Cc2ccc(Cl)cc2)Cc2ccc(C(=O)O)cc2)c1	1	0	8.0	-16	-1.4	-0.1	-2	-8	1	1
Cc1cccc(-n2c(C)cc(/C=N/NC(=O)c3ccc(CN4CCOCC4)cc3)c2C)c1	-1	-4	-0.7	nt	-0.5	-0.2	14	-4	0.9	0.9
CCOC(=O)C1(Cc2ccc(OC)cc2)CCN(C(=O)C2=CCCC2)CC1	-2	-10	1.8	3	0.6	-0.1	-2	-7	1	1
CCCCc1c(O)nc(SCC(=O)N2CCOCC2)n(-c2ccccc2C)c1=O	-5	-24	-0.3	-14	-2.1	0.3	-6	-10	1	1
Cc1nnc(N2CCOCC2)c2nn(-c3cccc(Cl)c3)c(C)c12	-2	-14	2.5	-25	0.4	-0.3	1	-8	1	1.1
COc1ccc2nc(C)c(C(=O)OCCN(C)C)cc2c1	nt	26	nt	16	nt	nt	nt	-3	0.9	0.9
COC(=O)N(C)c1nc2ccccc2s1	-4	-4	1.3	-27	0.0	0.1	-2	-3	0.9	0.9
O=C(NC(=S)Nc1ccc2ncccc2c1)c1ccccc1	-2	4	0.5	3	-2.0	-0.3	-7	3	0.4	0.7
O=C1c2ccsc2SCCN1Cc1cccc(Cl)c1	-2	-12	0.7	nt	0.2	-0.3	0	-1	0.9	0.9
Cc1ccc(-n2c(Cc3cccs3)nnc2SCC(=O)OC(C)C)cc1	1	-4	1.0	-11	1.9	0.1	10	-3	1	1
O=C1NC(c2ccc(-c3ccccc3[N+](=O)[O-])o2)C(C(=O)c2ccc(Cl)cc2)C(O)(C(F)(F)F)N1 (centres undefined)	-5	-4	3.6	9	-0.3	-0.4	58*	-1	0.5	0.8
O=c1ccc(NS(=O)(=O)c2ccccc2Cl)cn1Cc1ccc(Cl)c(Cl)c1	-5	-12	2.1	8	-2.3	-0.3	-4	-3	0.8	1.3
Nc1nc(SCC(=O)Nc2cc(-c3ccccc3)nn2-c2ccccc2)n[nH]1	-1	-2	-0.7	nt	1.9	-0.3	13	-3	0.9	0.8
O=C(NC1(C(F)(F)F)NC(=O)N(c2ccc(F)c(Cl)c2)C1=O)c1ccncc1 (centres undefined)	-5	-7	0.7	nt	1.4	0.3	-2	-2	1.1	1
C[C@H]1CCC[C@]2(O[C@@H](CCO)C[C@H](O)[C@H]2O)O1	-10	-9	2.4	-23	0.6	-0.1	-3	-4	1	1.1
C#CCOCCOCCOCCNc1nc(N2CCN(C(=O)[C@H]([C@@H](C)CC)n3cc([C@@H](N)CO)nn3)CC2)nc(N2CCN(C(=O)[C@H](CCCCN)n3cc([C@@H](N)CC(C)C)nn3)CC2)n1	1	-4	0.2	-35	-0.5	0.6	-2	-8	1.2	1.2
O=C(CSc1nnc(C2COc3ccccc3O2)o1)N1CCCc2ccccc21 (centres undefined)	2	-11	3.5	9	-4.0	0.0	-5	-4	0.8	0.7
CN1C(=O)C(CC(=O)Nc2ccc3c(c2)Cc2ccccc2-3)N(C)C1=O (centres undefined)	-2	-4	1.1	-2	0.5	-0.1	1	-6	1	0.9
CCc1nc(NCC2CCCO2)c(C#N)c2c1COC(C)(C)C2 (centres undefined)	-6	-9	0.2	nt	3.8	-0.2	3	-7	1	1
COc1cccc(-c2nc(CS(=O)(=O)CC(=O)N3CCN(C4CCCCC4)CC3)c(C)o2)c1	4	-10	0.7	16	-0.2	-0.2	-3	1	0.9	0.9
O=C(O)C(F)(F)S(=O)(=O)O	-4	-9	2.5	-22	1.6	-0.4	-6	-6	1.1	1.2

Other results.
SMILES	Efa HMGR inh	TNAP inh noacc	RAM network inh	S1P3 antagonist	DTT redox prof	Hsp70 act	Lmaj promast	TNAP inh hi DEA	PMI act hi M6P	PMI activator
Cc1sc(NC(=O)CN(Cc2ccc(F)cc2)C(=O)C(C)C)c(C(N)=O)c1C	-7	-6	5.5	nt	1.7	-0.2	-7	2	1.1	1
CCOC(=O)CN(Cc1sccc1C)C(=O)Nc1cccc(OC)c1	0	-6	1.6	5	0.1	-0.2	-2	1	1	1
CCCc1[nH]nc2c1C(c1ccc(OC)c(Cn3nnc4ccccc43)c1)C(C#N)=C(N)O2 (centres undefined)	4	-2	1.1	-2	3.2	0.1	12	2	1	0.9
Cc1c(O)ccc(C(=O)CN2C(=O)c3ccccc3C2=O)c1O	-4	-10	1.8	13	0.7	-0.1	-9	-1	0.9	0.8
O=C(COc1ccccc1)NCCSCc1ccccc1Cl	-4	-6	0.1	13	-1.4	-0.3	-1	0	1	1.1
COCCN(C(=S)Nc1cc(C)cc(C)c1)C(C)c1ccco1 (centres undefined)	-4	-12	3.3	-25	-0.7	0.2	11	-2	1	1
CCCCCCn1nc(C(=O)Nc2nc3c(s2)CCCC3)c2ccccc2c1=O	-5	10	11*	15	-0.3	-0.3	50*	0	0.9	0.8
CCc1nnc(NC(=O)c2sc3nc4cc(C)ccc4cc3c2N)s1	-1	3	3.0	nt	-4.4	-0.1	45	12	1.1	0.9
COCc1ccc2oc(C(=O)O)cc2c1	-3	-11	-1.3	-2	-0.5	0.0	2	-1	0.9	1
C[n+]1ccn(CC(=O)c2ccc(Cl)cc2)c1	4	-7	-0.4	-7	-0.3	-0.3	-6	0	0.9	0.8
Cc1cc(C(=O)NC2=NCCS2)cs1	-6	-5	1.1	0	0.9	0.0	-6	-3	1.1	1.1
CC(NCc1cccs1)C(=O)NC1CCCCC1 (centres undefined)	5	-8	0.3	-4	0.1	-0.1	-4	-1	1	1
Cc1cccc(NC(=O)C2CCCC2)c1	6	-14	0.6	nt	-0.2	-0.1	-3	-5	1	1.1
CCOC(=O)C1C(=O)N(C(=O)c2ccc(OC)cc2)CC1c1ccccc1 (centres undefined)	-5	5	4.6	-13	-2.8	-0.2	-6	-6	1	1
C=CCC(CC=C)(NC(=O)c1ccccc1C)c1ccccc1	1	2	4.4	nt	-3.7	-0.2	-2	-2	1	1
COc1ccc(C(=O)NNC(=O)CSc2nnc(COc3ccccc3OC)n2C)cc1	6	-69	3.5	-22	-0.4	-0.3	-8	-4	1.1	0.9
Oc1ccc(Nc2nc(-c3ccc(O)cc3)cs2)cc1	-1	2	1.2	-11	0.9	0.2	9	0	0.8	0.8
Cc1ccc(NC(=O)Cc2ccccc2)c(C)c1	2	-9	0.4	7	-1.9	0.2	4	-4	1	1
CC(=O)N1CCC(N(C(=O)Nc2c(F)cccc2F)C(C)C)CC1	1	-14	-0.6	nt	-0.7	0.1	-7	0	1.1	1.1
Cc1cccc(NC(=S)N2CCN(S(=O)(=O)c3cccc(F)c3)CC2)c1	-3	-9	2.4	-6	-1.4	-0.1	14	-3	1	1
O=C(COc1ccccc1)Nc1nnc(-c2ccccc2)o1	-5	-19	1.9	14	-1.4	0.1	-7	-8	0.9	1
CCOc1ccc(S(=O)(=O)Nc2cccc(Cl)c2)cc1	nt	nt	nt	15	0.1	-0.4	9	nt	nt	nt
CCCCCCn1c(CN2CCCCC2C)nc2c1c(=O)n(C)c(=O)n2C (centres undefined)	0	-3	-1.6	5	-0.1	0.2	15	1	1	1
O=C(Cc1cc(=O)[nH]c(=O)[nH]1)NCc1ccc(Cl)cc1	-3	-6	0.4	-5	0.4	-0.1	-5	-3	0.9	0.9
COc1cccc(CNC(=O)CCSCc2ccccc2F)c1	0	-9	0.1	1	-0.4	-0.2	-13	-3	0.9	1

Results in Hsp70 act, TNAP inh noacc and TNAP inh hi DEA (3 entries from above):
mol,Hsp70 act,TNAP inh noacc,TNAP inh hi DEA
CCOC(=O)CN(Cc1sccc1C)C(=O)Nc1cccc(OC)c1,-0.2,-6,1
CC(=O)N1CCC(N(C(=O)Nc2c(F)cccc2F)C(C)C)CC1,0.1,-14,0
COCCN(C(=S)Nc1cc(C)cc(C)c1)C(C)c1ccco1 (centres undefined),0.2,-12,-2

Next section:
SMILES	Efa HMGR inh	TNAP inh noacc	RAM network inh	S1P3 antagonist	DTT redox prof	Hsp70 act	Lmaj promast	TNAP inh hi DEA	PMI act hi M6P	PMI activator
Oc1ccccc1C=NC1CCCCC1N=Cc1ccccc1O (centres undefined)	-5	7	-0.7	4	-0.7	-0.3	-9	2	0.6	0.8
CCOC(=O)C1=C(C)Nc2nc3ccccc3n2C1c1ccncc1 (centres undefined)	0	3	3.4	-25	1.2	-0.2	8	-3	1.1	1.1
Cc1onc(-c2ccccc2Cl)c1C(=O)Nc1ccccc1C(=O)NC(C)C	-2	-6	3.1	-6	-2.0	-0.4	2	-2	0.9	0.9
CN(c1ccccc1)S(=O)(=O)c1ccc(C(=O)OCC(=O)N2CCOCC2)cc1	-1	-10	0.5	-15	0.6	-0.1	-8	-3	0.9	0.6
O=C(NNC(=S)Nc1ccccc1)Nc1ccccc1	0	-104	0.1	-10	0.0	-0.1	8	-3	0.9	0.9
COc1ccc(CNC(=O)COC(=O)CCOc2ccccc2)cc1	-1	-9	0.8	1	0.3	-0.4	28	-6	1	0.9
COc1ccc(CNC(=O)c2cc3c(=O)n4ccccc4nc3n(Cc3ccco3)c2=N)cc1	nt	nt	nt	-4	2.5	0.0	45	nt	nt	nt
CCOC(=O)C1C(=O)C(C(C)=O)C(=O)CC1CC(C)SCC (centres undefined)	-2	-9	-2.1	nt	0.1	-0.1	1	-4	1.2	1.1
Cc1ccc(CNC(=O)c2ccc(NS(=O)(=O)c3c(C)noc3C)cc2)cc1	1	-7	0.0	-2	2.1	-0.5	7	-1	1	0.9
C=C(C)CSc1nnc(-c2ccccc2)n1N	-8	2	0.3	-22	3.4	-0.5	-1	-3	1	1
COc1ccc(C2CC(c3ccc(OC)cc3)n3nc(NC(=O)c4cccs4)nc3N2)cc1 (centres undefined)	-4	-1	1.5	nt	1.4	-0.5	11	-2	0.8	0.9
COc1ccc(NC(=O)C2CCN(S(=O)(=O)c3cccnc3)CC2)cc1Cl	3	-8	0.4	-4	0.1	-0.2	-10	-6	0.9	1.1
Cc1nn(CC#N)c(=O)n1-c1ccccc1	-1	-10	3.8	nt	0.2	-0.2	-4	-4	1	1
CC1C(=O)CCN(C(C)C)C1C (centres undefined)	-5	-14	2.0	nt	2.1	0.0	-9	-2	1.2	1.1
C/C=C/C(=O)OCC(=O)Nc1ccc(SC(F)F)cc1	1	-10	0.1	-11	-1.9	0.1	-2	-7	1	1
